Avidin fluor = compound fluoresces at 488/530 nm on avidin beads | compound fluorescence 488/530 nm, flow cytometry; active compounds read high | fluorescence (KMESF) at 10 µM | actives 0.38% (n = 220,000); in the data active means fluorescence above about 47; further: inactives centre near 10
Pf gametocyte = P. falciparum stage V gametocyte viability inhibition. inhibition, % at 10.9 µM. P. falciparum stage V gametocytes, ATP luminescence, 24 h. actives 0.065% (n = 150,000);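 active means inhibition above the mean plus 3 SD of compounds within the control limits, set per campaign, cut at about 38% in these data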;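 further: 0% = DMSO wells and 100% = medium only without gametocytes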
Mcl1-Bid inh = disrupts binding of human Mcl-1 to Bid peptide | actives 0.97% (n = 220,000) | inhibition, % at 21.7 µM | Q07820 | TR-FRET Mcl-1/Bid-Dy647 peptide binding, 1536-well;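 active means compounds that cut the binding signal by more than half at the single screening dose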;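 further: His-tagged Mcl-1 with europium anti-His antibody binding Bid BH3 peptide; 0% = Mcl-1 plus peptide wells and 100% = peptide-only wells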
Target sequence (Q07820 whole entry, looked up): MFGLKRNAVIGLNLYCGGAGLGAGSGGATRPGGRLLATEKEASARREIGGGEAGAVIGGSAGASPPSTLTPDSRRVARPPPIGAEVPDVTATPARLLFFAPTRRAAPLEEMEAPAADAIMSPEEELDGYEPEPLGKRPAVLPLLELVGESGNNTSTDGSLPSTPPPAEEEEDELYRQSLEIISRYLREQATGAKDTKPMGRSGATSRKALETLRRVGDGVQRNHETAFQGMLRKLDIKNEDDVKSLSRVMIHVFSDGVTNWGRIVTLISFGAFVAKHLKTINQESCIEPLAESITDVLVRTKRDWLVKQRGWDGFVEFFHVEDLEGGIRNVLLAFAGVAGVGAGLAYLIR
Mcl1-Noxa inh = Mcl-1/Noxa interaction inhibition; inhibition, % at 21.7 µM; TR-FRET Mcl-1/Noxa peptide binding, 2 h; Q07820; actives 1.5% (n = 220,000);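 active means compounds that cut the protein-peptide binding signal by more than 50% relative to plate controls in a single-dose test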;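 further: His-tagged Mcl-1 with rhodamine Noxa BH3 peptide and terbium anti-His antibody; 0% = Mcl-1 plus Noxa peptide wells and 100% = peptide-only wells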
Active calls of the source: *.

SMILES	Avidin fluor	Pf gametocyte	Mcl1-Bid inh	Mcl1-Noxa inh
O=C(CSc1nc2ncc(Cl)cc2[nH]1)c1c[nH]c2ccccc12	3	-13.4	-23.3	-43.7
Cc1ccc(C)c(OCc2n[nH]c(=S)o2)c1	9	15.3	-54.6	5.5
CC(C)=C1SC(N2CCN(c3ccc(C)c(Cl)c3)CC2)=NC1=O	8	2.0	-26.7	20.3
O=C(O)c1ccccc1Nc1ccc([N+](=O)[O-])cc1C(=O)O	8	-1.1	0.8	24.5
O=C(Nc1nnc(Cc2ccc(Cl)cc2)s1)c1ccncc1	4	3.6	-13.6	21.0
CCCc1c(C(=O)Nc2cc(C(C)(C)C)on2)cnn1-c1ccccc1	4	-17.7	-2.2	0.5
CCCCC1=CC2=CC(=O)C(C)(OC(=O)CC)C(=O)C2=CN1CCc1ccccn1 (stereo not drawn)	13	12.1	-70.3	-3.8
O=[N+]([O-])c1ccc(C2NS(=O)(=O)N=C3CCCCCN32)cc1 (stereo not drawn)	6	8.3	-13.2	13.7
S=C1NCN(Cc2ccco2)CN1c1ccccc1	8	-8.5	-17.9	9.5
Cc1cc(C)n(NC(=S)NC2CCCCC2)c(=O)c1C#N	6	-14.2	-51.7	2.0
CCn1c(=O)c2cc(C(=O)NC(C)C)sc2c2ccccc21	7	5.9	2.3	-1.0
O=C(CC1NCCNC1=O)NC1Cc2ccccc2C1 (stereo not drawn)	9	15.9	-18.7	5.7
Cc1ccc(C(=O)COc2cc(C)nc3nncn23)cc1	11	-18.2	5.0	4.2
O=C(O)c1ccc(-c2ccc(/C=C3\NC(=O)N(Cc4ccc(Cl)cc4)C3=O)o2)cc1	7	-15.4	-33.3	61.0*
C/C(=N\NC(=O)CNC(=O)c1ccc2c(c1)OCCO2)c1ccco1	9	3.4	-45.2	1.1
Cc1ccc(S(=O)(=O)c2c[nH]c3cc4c(cc3c2=O)OCO4)cc1	8	-5.7	6.2	14.6
O=S(=O)(c1cc(C(F)(F)F)ccc1Cl)N1CCN(c2ccccn2)CC1	5	-17.3	-42.0	7.3
C/C(Cc1ccccc1)=N\NC(=O)CNC(=O)c1ccc(Cl)cc1	6	8.1	-15.7	-6.8
COc1cc([N+](=O)[O-])ccc1-c1ccc(/C=N/NC(N)=O)o1	8	-7.3	-4.4	8.1
O=C(Nc1ccc(S(=O)(=O)NC2=NCCCCC2)cc1)c1ccccc1Cl	5	5.8	-21.8	2.8
CN1C(=O)CC(c2cn(Cc3ccccc3)c3ccccc23)C1=O (stereo not drawn)	7	6.6	-32.3	36.9
NS(=O)(=O)c1ccc(CNC(=O)/C=C/c2ccco2)cc1	8	4.0	-22.2	18.6
CCCCN(C)C(=O)Cn1c(=O)oc2cc(S(=O)(=O)N3CC(C)CC(C)C3)ccc21 (stereo not drawn)	7	7.1	-43.6	-4.3
O=C(Nc1ccccc1Cl)Nc1ccccc1Cl	4	-0.8	-15.4	-2.1
Cc1ccccc1SCC(=O)Nc1cc(S(=O)(=O)N2CCOCC2)ccc1N1CCOCC1	3	-18.2	-1.9	-22.6
COc1ccc(CC(=O)N/N=C/c2c(C)n(C)c3ccccc23)cc1OC	18	-7.8	-93.2	19.4
Cc1ccc(-c2csc(N=C(N)N)n2)cc1	8	0.7	-21.3	9.2
N#Cc1c(N)n(-c2ccc(C(=O)O)cc2)c2nc3ccccc3nc12	13	0.4	13.0	14.9
CCSc1ncccc1C(=O)N[C@@H](CCSC)C(=O)OC	6	-2.8	-43.7	-8.3
O=[N+]([O-])c1ccc(N2CCOCC2)cc1O	5	-9.5	-36.1	16.5

The final four entries of the section above lead into the next:
SMILES	Avidin fluor	Pf gametocyte	Mcl1-Bid inh	Mcl1-Noxa inh
Cc1ccc(-c2csc(N=C(N)N)n2)cc1	8	0.7	-21.3	9.2
N#Cc1c(N)n(-c2ccc(C(=O)O)cc2)c2nc3ccccc3nc12	13	0.4	13.0	14.9
CCSc1ncccc1C(=O)N[C@@H](CCSC)C(=O)OC	6	-2.8	-43.7	-8.3
O=[N+]([O-])c1ccc(N2CCOCC2)cc1O	5	-9.5	-36.1	16.5
COC(=O)c1cc(=O)n2c(sc3ccccc32)c1C#N	3	18.8	-5.7	-25.9
COc1ccc(C(O)Cn2cc([N+](=O)[O-])nc2C)cc1 (stereo not drawn)	6	7.9	-29.4	-10.3
O=C(Oc1cc(=O)oc2c1c(=O)n1c3c(cccc23)CC1)c1ccccc1	6	1.1	7.8	-20.5
CCOC(=O)c1csc(NC(=O)c2cc3ccccc3o2)n1	6	-15.1	16.0	10.9
O=C(NCCc1ccc(Cl)cc1)c1cc(-c2ccncc2)nc2ccccc12	8	15.9	-6.3	5.9
COc1ccc(C2c3c(noc3C)CC(C)(O)C2C(C)=O)cc1 (stereo not drawn)	7	14.4	-22.8	17.4
CCCCCCCC1(C)NC(=O)NC1=O (stereo not drawn)	9	1.9	-1.2	1.3
CCOC(=O)C1CCCN(C(=O)c2csc(-c3ccc4c(c3)CCO4)n2)C1 (stereo not drawn)	10	-26.6	10.5	5.6
N#CN(Cc1ccccc1)Cc1ccccc1	5	13.9	-30.1	-0.5
O=C(CN1CCC(O)(c2cccc(F)c2)CC1)NCCc1c[nH]c2ccccc12	7	-3.3	-121.0	6.7
COc1ccc(/C=N/Nc2nnc(Cc3ccccc3)c(=O)[nH]2)cc1OC	9	7.8	-4.6	16.8
O=C(CBr)N1CCc2ccccc2C(c2ccccc2)C1 (stereo not drawn)	7	-1.5	7.8	10.3
N=C1/C(=C\c2coc3ccc(O)cc3c2=O)C(=O)N=C2SC=CN12	3	0.9	-28.0	45.1
COc1ccc(S(=O)(=O)N2CCCC(C(=O)NCc3ccc4c(c3)OCO4)C2)cc1 (stereo not drawn)	6	-12.3	-24.1	11.1
CCc1ccc(Nc2nnc(SCC(=O)Nc3ccc(C(=O)O)cc3)s2)cc1	6	5.3	4.7	11.2
CC(C)(O)CNC(=O)Nc1ccc(Cl)c(Cl)c1	7	-1.1	-11.6	-15.0
Cc1cc(C)c(NC(=S)N(C)C)cc1C	3	0.6	-8.0	-0.6
N/C(=N\O)c1ccncc1	6	-4.0	-9.5	14.0
Nc1cc(N)nc(CS)n1	7	16.3	-6.6	-11.8
COc1ccccc1/C=C/C=N/NC(=O)CN1CCN(Cc2ccccc2)CC1	6	4.6	-16.8	0.8
COc1nc(OC)nc(N2CCC(NC(=O)C(Cc3cccc(OC)c3OC)NC(C)=O)CC2)n1 (stereo not drawn)	12	22.3	0.3	4.5
Cn1c(N)c(C(=O)COC(=O)C2CC(O)CN2S(=O)(=O)c2ccc(Cl)cc2)c(=O)n(C)c1=O (stereo not drawn)	10	-43.5	-27.8	9.3
Cc1c(C(=O)Nc2cc(S(=O)(=O)N3CCOCC3)ccc2N2CCN(C)CC2)oc2ccccc12	7	22.4	-14.0	10.6
CCN(CC)S(=O)(=O)c1ccc(N/N=C(\C)c2ccc(OC)cc2O)nc1	9	-42.9	-29.8	-35.2
CSc1nc2ccccc2nc1N(C)S(=O)(=O)c1ccc(C)cc1	4	-21.3	27.7	-8.7
Cn1c(=O)c(=O)n(C)c2cc(S(=O)(=O)NCCN3CCN(c4ccccc4F)CC3)ccc21	7	13.5	-21.8	-12.2
O=C(NNS(=O)(=O)Cc1ccccc1)c1ccc([N+](=O)[O-])cc1	10	-1.3	-30.0	-12.3
COc1ccc(-c2c(=O)n(OCc3nc4ccccc4[nH]3)c3ccccc3[n+]2[O-])cc1	5	-3.2	-6.0	-2.3
Cc1ccnn1CC(=O)N/N=C/c1ccc([N+](=O)[O-])s1	4	2.3	-27.3	-33.5
C/C(CC(=O)Nc1cccnc1)=N/NC(=O)COc1ccc(Cl)cc1Br	3	23.7	-15.0	-1.0
COc1cc2c(cc1OC)C(C)N(C(=O)c1sc(-c3cnccn3)nc1C)CC2 (stereo not drawn)	5	-12.6	-11.1	4.5
CCN(CC)C(=O)CSc1nnc([C@@H](N)C(C)C)o1	8	3.6	-9.2	-11.0
COc1ccc(CC(=O)N/N=C/c2ccc(-c3cccc(C(=O)O)c3)o2)cc1OC	4	3.8	-18.0	23.6
CC(=O)Nc1ccc(NC(=O)C(=O)N/N=C/c2cccnc2)cc1	7	0.8	3.5	14.9
CCn1c(O)c(N=NC(=O)C(O)c2ccccc2)c2ccccc21 (stereo not drawn)	5	-12.2	-58.2	-0.6
Nc1ccc(N2CCCCC2)c(S(=O)(=O)Nc2ccc(Cl)cc2)c1	11	-2.0	-21.1	6.7
O=C(/C=C/Nc1ccc(S(=O)(=O)Nc2ncccn2)cc1)c1cccs1	5	18.6	-20.2	19.4
CN(Cc1nc(-c2cnccn2)no1)Cc1n[nH]c2c1CCCCC2	10	0.3	0.6	-12.8
NC(=O)c1ccc(NC(=O)CSc2nnc(-c3ccncc3)n2Cc2ccco2)cc1	7	-15.3	-16.2	9.6
O=C1NC(SCCCF)=N/C1=C/c1ccc(-n2cncn2)cc1	8	-2.1	-97.5	3.5

Look-ups from the entries so far.
For Pf gametocyte, CCn1c(O)c(N=NC(=O)C(O)c2ccccc2)c2ccccc21 (stereo not drawn) has the entry -12.2
For Mcl1-Bid inh, CCN(CC)C(=O)CSc1nnc([C@@H](N)C(C)C)o1 has the entry -9.2

Carrying on.
SMILES	Avidin fluor	Pf gametocyte	Mcl1-Bid inh	Mcl1-Noxa inh
O=C(O)c1nn(CCSc2ccccc2F)c(=O)c2ccccc12	8	7.2	1.4	22.2
Nn1c(SCc2cccc(Cl)c2)nnc1-c1ccncc1	5	0.0	-29.2	0.1
COC(=O)c1c(C)oc(C)c1S(=O)(=O)Nc1ccccc1	4	0.7	-8.1	9.0
CCN1C(=O)C(CC(=O)Nc2ccc(OC)cc2)N(CCc2ccccc2F)C1=S (stereo not drawn)	4	-5.9	-6.5	18.7
CC(C)C(=O)NS(=O)(=O)c1ccc(NS(C)(=O)=O)cc1	6	-4.3	-7.8	8.9
CC#CC[N+](C)(C)CCCCCCCCCC	47*	2.6	1.4	-19.5
Cn1c(=O)c([N+](=O)[O-])c(NCCCn2ccnc2)c2ccccc21	5	-26.6	-26.2	7.2
CC1CCc2sc(C(=O)N/N=C/c3ccc(O)cc3)cc2C1 (stereo not drawn)	6	-17.5	-5.8	16.5
CC1(C)CC(CCN)(Cc2ccccc2Cl)CCO1 (stereo not drawn)	9	14.4	-34.2	-1.1
CCOc1nc(-c2ccccc2Cl)nc2ccccc12	3	3.9	-10.4	-12.4

Shown with two lines to a compound: entries from further up
Results follow in this order: Avidin fluor | Pf gametocyte | Mcl1-Bid inh | Mcl1-Noxa inh
> CN(Cc1nc(-c2cnccn2)no1)Cc1n[nH]c2c1CCCCC2
 : 10 | 0.3 | 0.6 | -12.8
> NC(=O)c1ccc(NC(=O)CSc2nnc(-c3ccncc3)n2Cc2ccco2)cc1
 : 7 | -15.3 | -16.2 | 9.6

Carrying on.
SMILES	Avidin fluor	Pf gametocyte	Mcl1-Bid inh	Mcl1-Noxa inh
CC1(C)CC(CCNC(=O)CCl)(c2ccccc2)CCO1 (stereo not drawn)	5	-12.9	-0.7	-5.8
Cn1c(CNC(=O)OC(C)(C)C)nnc1SCC(=O)N1CCOCC1	6	6.0	-32.4	-2.0
Cn1c(SCC(=O)Nc2sccc2C(N)=O)nnc1-c1ccncc1	9	7.4	5.5	11.9
Cn1cccc1CC(=O)N/N=C/c1ccco1	7	-27.7	-23.3	-3.4
CCOC(=O)c1c(C)nn(-c2ncccc2NC(=O)NC(C)C)c1C	3	-7.2	-7.5	-20.6
O=C(Nc1nccs1)c1ccc(N2C(=O)[C@@H]3[C@H](C2=O)[C@H]2C=C[C@@H]3C2)cc1	10	-1.9	-4.9	-4.9
Cc1cnc(NC(=O)c2c(-c3ccccc3)noc2C)s1	10	1.6	-62.6	-12.2

This is a subset; rates above refer to the full screens.
